RXFP1 antag = qHTS Assay for Antagonists of the Relaxin Receptor RXFP1; Relaxin receptor 1 (Homo sapiens), Q9HBX9; activity change, negative = inhibition, % at 57.5 µM; 0.59% of 350,000 active; HEK293-RXFP1, relaxin-stimulated cAMP HTRF, 30 min; active compounds read low;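 active means activity change of -60% or lower, but not beyond a set lower limit; inconclusive means change between -60% and -40%, or beyond the set limit; inactive means change above -40%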; further: on the % scale 0 is the no-effect control and ±100 the full control effect
TRHR enhancer = qHTS for Small Molecule Agonists and Allosteric Enhancers of Human TRH Receptor: Primary Screen for Enhancers. 0.66% of 360,000 active. TRHR cells, fluo-8 calcium fluorescence, EC20 TRH enhancement. enhancement, % at 2 µM. Thyrotropin-releasing hormone receptor (Homo sapiens), P34981; in the data active means enhancement above about 30%; further: 0% is about no effect
Target sequence (P34981 whole entry, looked up): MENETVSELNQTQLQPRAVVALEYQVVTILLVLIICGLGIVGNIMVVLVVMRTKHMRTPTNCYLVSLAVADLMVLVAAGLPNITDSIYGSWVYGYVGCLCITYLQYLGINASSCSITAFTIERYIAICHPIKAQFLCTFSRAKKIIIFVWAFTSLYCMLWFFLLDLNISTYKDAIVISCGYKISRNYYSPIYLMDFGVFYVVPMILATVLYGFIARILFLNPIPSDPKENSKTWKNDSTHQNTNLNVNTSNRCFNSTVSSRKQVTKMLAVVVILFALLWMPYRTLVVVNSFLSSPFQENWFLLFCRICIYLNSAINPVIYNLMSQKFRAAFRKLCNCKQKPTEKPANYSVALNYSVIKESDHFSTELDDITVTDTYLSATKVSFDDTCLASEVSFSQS
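TRHR-expressing cells loaded with fluo-8 calcium dye were read kinetically (ex 480/em 530) during compound addition, then stimulated with an EC20 of TRH (10 nM final). Enhancement of the Gq-mediated intracellular calcium response was scored.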
TRHR ag = qHTS for Small Molecule Agonists and Allosteric Enhancers of Human TRH Receptor: Primary Screen for Agonists; Thyrotropin-releasing hormone receptor (Homo sapiens), P34981; TRHR cells, calcium flux fluo-8, FDSS agonist mode; activation, % at 2 µM; 0.18% of 360,000 active; AID 493084, 2011; in the data active means activation above about 30%; further: 0% is about no effect
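TRHR-expressing cells loaded with fluo-8 calcium dye; 23 nL library compound pin-transferred, kinetic FDSS fluorescence (Ex 480/Em 530) recorded about 180 s for agonist-induced calcium release, before a 10 nM TRH EC20 addition for potentiator mode.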
D1 antag = Antagonist of Human D 1 Dopamine Receptor: qHTS; HEK293 TREx D1 cells, calcium flux, dopamine EC80; active compounds read low; activity change, negative = inhibition, % at 10 µM; 3.2% of 360,000 active; AID 504652, 2011; in the data active means activity change below about -30%; further: on the % scale 0 is the no-effect control and ±100 the full control effect
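Calcium flux readout: force-coupled, inducible Hek293 Trex D1 line, cells induced overnight at 30 C with tetracycline, dye-loaded 30–90 min at RT. Antagonism scored against EC80 dopamine challenge given 180 s after compound.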
D2 potentiator = HTS Assay for Positive Allosteric Modulators of the Human D2 Dopamine Receptor: Primary Screen for Potentiators; HEK293 T-REx D2, calcium flux, EC20 dopamine potentiation; potentiation, % at 10 µM; 0.34% of 340,000 active;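 active means potentiation over 3 SD above the plate norm, cut at about 30% in these data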; further: 0% is about no effect
Target sequence (P14416 whole entry, looked up): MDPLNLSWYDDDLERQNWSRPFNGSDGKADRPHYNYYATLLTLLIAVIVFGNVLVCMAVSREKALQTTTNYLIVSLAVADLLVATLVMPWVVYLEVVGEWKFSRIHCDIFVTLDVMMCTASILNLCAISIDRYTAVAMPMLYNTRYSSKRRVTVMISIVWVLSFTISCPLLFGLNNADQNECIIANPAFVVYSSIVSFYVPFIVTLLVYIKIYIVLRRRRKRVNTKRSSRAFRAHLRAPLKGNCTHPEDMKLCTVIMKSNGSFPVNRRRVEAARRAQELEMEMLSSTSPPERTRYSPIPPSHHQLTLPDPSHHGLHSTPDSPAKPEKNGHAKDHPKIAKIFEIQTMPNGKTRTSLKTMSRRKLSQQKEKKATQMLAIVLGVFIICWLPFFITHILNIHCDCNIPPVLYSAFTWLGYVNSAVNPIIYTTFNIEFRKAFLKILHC
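Primary screen. Calcium kinetics in induced HEK293 T-REx D2 cells: compound pre-addition 180 s, EC20 dopamine, 180 s more.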
D1 potentiator = Potentiators of Human D1 Dopamine Receptor: qHTS; AID 504651, 2011; 0.036% of 360,000 active; D(1A) dopamine receptor (Homo sapiens), P21728; potentiation, % at 10 µM; HEK293 TREx D1 cells, calcium flux, dopamine EC20 potentiation; in the data active means potentiation above about 30%; further: 0% is about no effect
RXFP1 agonist = qHTS Assay for Agonists of the Relaxin Receptor RXFP1 | Potency, µM (series often up to 57.5 µM), without a hit: at the top dose activation, usual class: activators | AID 2676, 2010 | Relaxin receptor 1 (Homo sapiens), Q9HBX9 | 0.3% of 370,000 active | HEK293T-RXFP1 cAMP TR-FRET, 30 min; response scale: percent of porcine relaxin response, buffer zero; further: potency means the concentration at half of the fitted maximal effect; on the % scale 0 is the no-effect control and ±100 the full control effect; nearly all actives have a fitted effect of over 60% in size; many of its hits are not listed in these tables
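cAMP rise read by TR-FRET after 30 min, 37C compound exposure (up to 58 uM) in RXFP1-transfected HEK293 cells with Ro 20174 present. EC50 from Hill-equation fits, with 29 nM porcine relaxin as 100% and buffer as basal.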
Apoferritin bind = qHTS Assay for Identification of Novel General Anesthetics. Potency, µM (highest dose often 77.5 µM), without a hit: at the top dose activity change, negative = displacement, actives largely listed as inhibitors. apoferritin/1-aminoanthracene competitive binding, fluorescence. Ferritin light chain (Equus caballus), P02791. 0.074% of 350,000 active; further: potency means the concentration at half of the fitted maximal effect; on the % scale 0 is the no-effect control and ±100 the full control effect; nearly all actives have a fitted effect of over 20% in size
Target sequence (P02791 2-175 limits assumed): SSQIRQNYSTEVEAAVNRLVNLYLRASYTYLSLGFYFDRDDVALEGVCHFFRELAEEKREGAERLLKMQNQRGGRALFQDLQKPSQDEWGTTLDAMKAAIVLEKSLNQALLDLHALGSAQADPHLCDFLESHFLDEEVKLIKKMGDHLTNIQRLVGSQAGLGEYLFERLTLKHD
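In PBS, apoferritin at 10 uM is loaded with 1-AMA from a 50% saturated solution. After 10 min of compound exposure at ambient temperature, reduced 535 nm fluorescence indicates probe displacement.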
D1 agonist = Allosteric Agonists of the Human D1 Dopamine Receptor: qHTS; D(1A) dopamine receptor (Homo sapiens), P21728; HEK293 T-REx D1 cells, calcium flux, agonist mode; activation, % at 2 µM; 1% of 360,000 active; in the data active means activation above about 30%; further: 0% is about no effect
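Inducible HEK293 T-REx D1 cells, force-coupled to calcium signalling, were plated at 4000 cells/well with tetracycline and held overnight at 30 C. After no-wash calcium dye loading, compound-evoked calcium rise over 180 s flagged agonists.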
Starred values were filed as active, the others as inactive; ? = inconclusive; · = no result given. Unless noted, the call rests on the fitted dose curve; in most records, active means well fitted curve in the direction sought with a large enough effect; inconclusive means small, poorly fitted or top-dose-only effect, or another doubt; inactive means no such curve, though single readings can be large; an effect the other way counts as inactive or inconclusive. Not all compounds are listed (hit frequency here may not be typical).

SMILES | RXFP1 antag | TRHR enhancer | TRHR ag | D1 antag | D2 potentiator | D1 potentiator | RXFP1 agonist | Apoferritin bind | D1 agonist
COc1ccc(OC)c(NC(=O)C2CC(=O)n3ncnc3N2)c1 (centres undefined) | -0.5 | -1.1 | 1.1 | 0.5 | 33.3* | 5.6 | 0.6% | 28.0% | 9.9
N#Cc1ccccc1N=Cc1ccc(Br)cc1 | -6.4 | 0.9 | 0.3 | 10.4 | 0.6 | 3.3 | 0.2% | -7.7% | 2.1
CCOC(=O)Cc1ccc(NS(=O)(=O)c2ccc(SC)cc2)cc1 | 5.5 | -4.6 | -0.2 | 28.5 | -20.7 | -3.5 | 0.2% | -9.8% | 10.5
CC1(C)CC(=O)C=C(NCc2cccs2)C1 | -6.5 | 0.5 | 0.3 | -16.5 | -0.4 | -7.8 | 0.7% | -20.5% | 0.9
Cn1c(SCc2ccccc2F)nnc1-c1cnccn1 | 16.7 | 0.7 | 1.5 | -14.5 | 17.6 | -2.0 | 1.4% | -11.8% | 0.3
O=C1CCC(C(=O)OCc2nnc(-c3ccc(Cl)cc3)o2)=NN1 | -1.0 | 2.2 | 0.0 | -9.7 | 2.3 | -11.7 | 0.3% | · | -0.3
Cc1ccc(Cl)cc1N1CCN(C(=O)c2ccc3c(c2)N(Cc2ccccc2)CCS3)CC1 | -5.5 | 1.8 | 0.1 | 8.7 | 5.3 | 0.1 | 9.6% | -1.3% | -0.2
COc1ccc(CNC(=O)CN(C(=O)CCC(=O)Nc2nccs2)c2ccccc2C)cc1 | 5.0 | -7.6 | 0.1 | 4.1 | -4.2 | -7.5 | 0.2% | -11.4% | 3.0
COc1ccc2c(c1)CCc1cnc(N)nc1-2 | -2.7 | 17.6 | 0.8 | 0.2 | 3.3 | -1.4 | -0.2% | -9.7% | 0.7
CC(C)(C)NCCCCOc1ccc(F)cc1 | -4.0 | -1.4 | 0.7 | -6.1 | 4.7 | -2.7 | 0.8% | -4.0% | 2.2
Cc1nn(CC(=O)N2CCOCC2)c(=O)c2c1sc1ccccc12 | -3.8 | -2.4 | 0.2 | 6.9 | 0.7 | -3.6 | 5.8% | -4.1% | 2.2
O=C1CC(c2cccc(Cl)c2)Cc2nc(N3CCN(c4ccccc4)CC3)ncc21 (centres undefined) | 2.3 | 3.1 | 0.4 | -11.7 | 15.1 | 3.1 | 24.7% | 2.3% | -2.1
COc1ccc(CCNC(=O)c2ccc(Cn3c(SCC(=O)NCCC(C)C)nc4cc5c(cc4c3=O)OCO5)cc2)cc1OC | -3.4 | -0.8 | -0.2 | -6.1 | 15.4 | -1.6 | -3.3% | 2.4% | 0.5
COc1ccccc1-c1noc(CCCC(=O)Nc2cc(C)ccc2C)n1 | -15.8 | -2.2 | -0.9 | -0.7 | 1.6 | 0.1 | 2.8% | -1.2% | 2.1
CN1CCN(C2=Cc3ccccc3Sc3cc(F)ccc32)CC1 | ? | 1.0 | 0.1 | -62.2* | -25.6 | -9.4 | 0.0% | 0.1% | 8.1
COc1cc(C(C[N+](=O)[O-])c2c(C)[nH]c3ccccc23)cc(OC)c1OC (centres undefined) | -1.1 | 0.7 | -0.5 | -5.4 | 2.9 | -1.8 | 1.7% | -9.0% | 2.6
O=C(COC(=O)/C=C/c1ccccc1)NC1CCCCC1 | -8.1 | 4.9 | 0.2 | 4.6 | -8.1 | · | 1.5% | · | 0.1
CCOC(=O)c1ccc(S(=O)(=O)N2CCN(CC(=O)NC(=O)NC(C)(C)C)CC2)cc1 | 17.2 | 5.4 | 0.4 | -14.6 | -2.2 | -6.0 | -0.3% | ? | 1.7
CCOc1ccc(NC(=O)NCc2ccco2)cc1 | -3.7 | 6.9 | -1.2 | 9.8 | · | 3.5 | -0.4% | -6.2% | 0.6
O=C(CCN1C(=O)/C(=C\c2ccccc2)SC1=S)Nc1ccc(C(=O)O)cc1 | -11.1 | -3.3 | -0.5 | 9.8 | 8.0 | -3.5 | 3.6% | -10.6% | 3.7

Copied from the list:
D1 antag result of O=C(COC(=O)/C=C/c1ccccc1)NC1CCCCC1 : 4.6
D1 potentiator result of N#Cc1ccccc1N=Cc1ccc(Br)cc1 : 3.3

Some of the entries so far, field by field:
> COc1ccc(CCNC(=O)c2ccc(Cn3c(SCC(=O)NCCC(C)C)nc4cc5c(cc4c3=O)OCO5)cc2)cc1OC
  RXFP1 antag: -3.4
  TRHR enhancer: -0.8
  TRHR ag: -0.2
  D1 antag: -6.1
  D2 potentiator: 15.4
  D1 potentiator: -1.6
  RXFP1 agonist: -3.3%
  Apoferritin bind: 2.4%
  D1 agonist: 0.5

> O=C(COC(=O)/C=C/c1ccccc1)NC1CCCCC1
  RXFP1 antag: -8.1
  TRHR enhancer: 4.9
  TRHR ag: 0.2
  D1 antag: 4.6
  D2 potentiator: -8.1
  D1 potentiator: ·
  RXFP1 agonist: 1.5%
  Apoferritin bind: ·
  D1 agonist: 0.1

Next part.
SMILES | RXFP1 antag | TRHR enhancer | TRHR ag | D1 antag | D2 potentiator | D1 potentiator | RXFP1 agonist | Apoferritin bind | D1 agonist
CCOC(=O)C(NC(=O)CC)(Nc1sc2c(c1C(=O)OC)CCN(C)C2)C(F)(F)F (centres undefined) | 10.4 | 1.5 | 0.5 | -3.0 | 7.2 | 7.4 | 1.0% | -19.8% | 2.8
COc1ccc(OC)c(NC(=O)c2nnn(CC(=O)Nc3ccc4c(c3)OCO4)c2N)c1 | -30.5 | 19.3 | -0.5 | 2.6 | -7.7 | -2.4 | 0.6% | -4.3% | -0.2
CN(Cc1cc2ccccc2[nH]c1=O)S(=O)(=O)c1ccccc1 | -9.7 | -3.9 | -0.2 | -28.9 | -5.7 | -3.2 | 1.9% | -7.7% | 0.8
Cc1ccc(C(=O)Nc2cccc(S(=O)(=O)N3CCCC3)c2)o1 | -0.1 | -2.2 | -0.4 | -21.9 | 5.8 | -1.8 | -0.9% | · | 0.4
CCN(CC)CCNC(=O)C1CCCCN1S(=O)(=O)c1cccc([N+](=O)[O-])c1 (centres undefined) | 5.8 | -7.6 | 0.5 | 2.6 | -0.6 | -11.2 | 1.8% | -6.9% | 4.6
COc1ccccc1C(=O)N1CCC(c2noc(-c3ccc(S(=O)(=O)N4CCCC4)cc3)n2)CC1 | ? | -2.7 | 0.2 | -15.1 | 5.0 | -2.8 | -1.8% | -17.0% | 3.8
CN(Cc1nc(Cc2ccccc2F)no1)[C@@H]1CS(=O)(=O)C[C@H]1O | 4.6 | 23.8 | 0.2 | -12.3 | 9.9 | -7.5 | 4.0% | -4.5% | 1.7
COc1ccc(C(=O)NCC(c2ccc(N(C)C)cc2)N2CCCC2)c(OC)c1 (centres undefined) | -13.4 | 6.0 | -0.5 | -8.3 | -20.8 | 1.6 | -0.3% | 8.3% | -1.3
COc1ccc(CS(=O)(=O)c2nc(C)cc(C)c2S(C)(=O)=O)cc1 | 3.3 | -0.8 | -0.2 | -12.0 | 11.0 | 5.0 | 6.4% | -6.2% | 4.1
CCc1ccc[n+](-c2nc([O-])sc2C=O)c1 | -4.4 | 1.7 | -0.1 | 2.6 | 6.0 | 3.6 | 4.6% | -10.7% | 1.4
NC(=S)Nc1ccccc1Br | -1.7 | -12.2 | 0.3 | 3.5 | 2.0 | 2.0 | -2.1% | 28.6% | 2.7
CC(C)(C)C1CCC(=NNC(=O)CN(c2ccccc2)S(C)(=O)=O)CC1 (centres undefined) | -1.1 | 2.3 | -0.1 | -5.4 | 11.9 | 0.2 | 0.7% | -0.6% | 2.7
CCN1C(=O)c2ccccc2Sc2ccc(NC(=O)c3ccc(Cl)cc3)cc21 | 4.0 | 4.5 | -0.1 | 3.8 | 1.8 | 3.5 | 14.3% | -1.0% | 0.0
COc1ccc(CCNC(=O)C(=O)NCC2OCCN2S(=O)(=O)c2cc(F)ccc2F)cc1OC (centres undefined) | 8.6 | -1.7 | -0.3 | 15.0 | 5.4 | 4.7 | 8.3% | -21.0% | 7.6
N#Cc1ccc(C23CC4CC(CC(C4)C2)C3)[nH]c1=O | 5.2 | 0.6 | 0.2 | 10.2 | -3.6 | -1.8 | -0.2% | -15.9% | 0.7
CCn1cc(C(=O)NC(=S)Nc2cccc(O)c2)cn1 | -11.5 | -3.9 | 0.9 | -2.2 | 12.5 | -2.7 | 0.4% | 7.8% | 2.8
COc1ccccc1NC(=O)CN1CCN(c2ccccc2OC)CC1 | -18.9 | 7.3 | -1.9 | 4.7 | -15.8 | 0.8 | -1.6% | -2.1% | 1.1
CC(C)C(O)(C#CCN1CCCCC1)c1ccccc1 (centres undefined) | -14.8 | 3.6 | 0.5 | -25.3 | -18.3 | 0.3 | 0.6% | -8.1% | -0.4
O=C(C1=COCCO1)N(Cc1nnc(-c2ccc(Cl)cc2)o1)C1CC1 | -0.4 | 18.8 | -0.2 | -21.7 | -5.4 | -7.0 | 2.4% | · | 3.7
O=C(O)CN(Cc1ccccc1)S(=O)(=O)c1ccc(F)cc1 | 3.4 | -8.1 | 0.6 | 1.8 | -3.7 | -1.0 | -0.3% | -1.4% | 1.4
CCN1CCN(/C=N/c2nc(C)cs2)CC1 | -21.9 | -3.6 | 0.2 | 3.6 | -7.6 | -8.4 | 1.1% | -2.2% | 2.1
O=C(O)c1ccc(-n2nnnc2SCc2ccccc2Br)cc1 | -11.3 | 9.2 | -0.3 | -3.8 | -2.6 | -6.9 | 2.3% | 3.3% | 2.6
O=C(COc1ccc(S(=O)(=O)N2CCCC2)cc1Cl)Nc1ccc2c(c1)OCO2 | -4.8 | -13.6 | -0.3 | -14.8 | -8.3 | -7.8 | 2.3% | -6.0% | 2.9
COc1ccc(CNC(=O)c2c(O)nc3c(C)cccn3c2=O)cc1 | -8.4 | -6.6 | -0.3 | 0.2 | 16.6 | 0.2 | 2.0% | -12.1% | 1.0
CCOC(=O)c1sc(/N=C/C2=C(O)CC(C)(C)CC2=O)c(C(=O)OCC)c1C | -3.1 | -0.5 | -1.2 | -20.3 | 7.8 | -2.5 | 1.6% | -10.0% | 3.7

Source: PubChem
